mouse EphA4 binding – EphA4 ligand-binding antagonists – biochemical, colorimetric, mouse EphA4, primary screen (AID 689) | EphA4-AP binding to KYL peptide, pNPP A405; higher % means a stronger effect | 62,000 compounds, 0.1% hits | inhibition, % at 10 µM; hits with a dose series show IC50 in µM; in the data active means a potency from the dose series; inactive means the rest, 99 in 100 with inhibition below about 22%
* = called active by the depositor; & = joins results of further samples. A portion of the library. The share of hits here may be higher or lower than overall.

SMILES	mouse EphA4 binding
COc1ccc(C=C2C(=O)c3ccccc3C2=O)c(OC)c1	-4%
CCNCCNC(=O)c1c(O)c2cccc3c2n(c1=O)CCC3	1%
Cc1cc(C(=O)OCC(=O)N2CCN(C(=O)c3ccco3)CC2)c(C)n1-c1ccc(F)cc1	-34%
CC1(C)CC(=O)C=C(NCc2cccs2)C1	0%
CCCOC(=O)c1ccc(-n2nnnc2SCC(=O)N2CCCCC2)cc1	-8%
CCOC(=O)c1sc(=S)n2c1[nH]c(=O)c1ccc(C(=O)OC)cc12	-4%
CCN1CCN(/C=N/c2nc(C)cs2)CC1	-2%
CC(=O)c1cccc(NC(=O)N[C@@H](CC(C)C)C(=O)O)c1	-3%
COC(=O)c1ccc(CSc2nnc(CNC(=O)c3ccc(OC)cc3)o2)o1	-1%
O=C(COC(=O)Cc1cn2ccsc2n1)NC12CC3CC(CC(C3)C1)C2	-8%
Cc1cc(NC(=O)COC(=O)c2n[nH]c3ccccc23)no1	-2%
O=c1c(-c2ccc(Cl)cc2)[n+]([O-])c2ccccc2n1OCc1ccccn1	7%
CC(C)NCCN1CCn2c1nc1ccccc12	-5%
CCc1cc2c(=O)c(-c3ccon3)c(N)oc2cc1OC	3%
CC1(C)CC(=O)C2=C(C1)OC(N)=C(C#N)C2c1ccccc1 (stereo not drawn)	-10%

Copied from above, 2 compounds:
SMILES	mouse EphA4 binding
Cc1cc(NC(=O)COC(=O)c2n[nH]c3ccccc23)no1	-2%
O=c1c(-c2ccc(Cl)cc2)[n+]([O-])c2ccccc2n1OCc1ccccn1	7%

Given bar-delimited: 3 of the compounds above.
smiles | mouse EphA4 binding
CCCOC(=O)c1ccc(-n2nnnc2SCC(=O)N2CCCCC2)cc1 | -8%
CCOC(=O)c1sc(=S)n2c1[nH]c(=O)c1ccc(C(=O)OC)cc12 | -4%
CCN1CCN(/C=N/c2nc(C)cs2)CC1 | -2%

Continued:
SMILES	mouse EphA4 binding
O=C(CCCN1C(=O)c2ccccc2C1=O)N(Cc1ccccc1)Cc1ccccc1	-6%
Cn1c(SCc2cccc(Cl)c2)nc(C(F)(F)F)cc1=O	-17%
COC(=O)c1ccc(C)c(NS(=O)(=O)c2ccc(C)c([N+](=O)[O-])c2)c1	2%
CCOc1c2ccc(C(=O)NCc3ccc(C)cc3)cc2nn1CCOC	-11%
CCCn1c(C2CC(=O)N(c3ccc(C)cc3)C2)nc2ccccc21 (stereo not drawn)	-16%
CN(/N=C/c1ccncc1)C1=NS(=O)(=O)c2ccccc21	-4%
CC(=O)NC1C(=O)N(CC(C)C)c2ccccc21 (stereo not drawn)	-1%
O=C(Nc1nccs1)c1cccc(N2C(=O)c3ccccc3C2=O)c1	-6%
CC(=N/O)/C(=N\O)c1ccc(C)o1	-4%
O=C(CC1SC(=O)N(Cc2cccc3ccccc23)C1=O)Nc1nccs1 (stereo not drawn)	-20%
CCOc1ccc(C(=O)Nc2ccc(N3CCN(C(C)=O)CC3)cc2)cc1[N+](=O)[O-]	4%
Cc1cc(C)nc(-n2nc(C)cc2NC(=O)CNC(C)c2ccccc2)n1 (stereo not drawn)	-5%
COc1ccc(S(=O)(=O)N(CCc2ccccc2)CC(=O)Nc2ccccc2OC)cc1	0%
O=[N+]([O-])c1cc(S(=O)(=O)Nc2ccccc2)ccc1-n1nnc2ccccc21	2%
COC(=O)c1ccccc1NC(=O)c1cnn2c(C(F)(F)F)cc(-c3ccccc3)nc12	-3%
CC1(C)Cc2c(C#N)c(SCc3ccccc3)nc(N3CCOCC3)c2CO1	-21%
CCC(NC(=O)c1ccccc1NC(=O)c1ccccc1)C(=O)O (stereo not drawn)	-4%
CCOC(=O)c1cnc2c(OC)cccc2c1N1CCN(c2ccccc2OC)CC1	3%
Cc1cc(C(=O)N/N=C2\CC(=O)CC(C)(C)C2)n[nH]1	-7%
CCOc1cc(C(=O)Nc2ccc(S(=O)(=O)N3CCOCC3)cc2)cc(OCC)c1OCC	-2%
COc1ccc(NC(=O)N(Cc2ccc(C)cc2)Cc2cccnc2)c(OC)c1	-4%
Cc1ccc(S(=O)(=O)N/N=C\c2cn(-c3ccccc3)nc2-c2ccccc2)cc1	3%
COc1ccc(OC)c(C2=NOC(C(=O)NCc3ccco3)C2)c1 (stereo not drawn)	2%
Cc1cc(C)nc(NN2C(=O)/C(=C/c3ccc(O)cc3)SC2=S)n1	2%
Cc1ccc(-c2cc(C(=O)NCc3ccco3)c3ccccc3n2)o1	22%
O=C(c1ccc(N2C(=O)CCC2=O)cc1)N1CCOCC1	-10%
O=C(C(NS(=O)(=O)c1cccc2nsnc12)c1ccccc1)N1CCN(c2ccccn2)CC1 (stereo not drawn)	-10%
Nc1nc(CN2CCN(c3ccccc3F)CC2)nc(Nc2ccccc2)n1	-6%
O=C(CSc1nnc(CNc2ccccc2)o1)N1CCc2ccccc21	11%
Cn1c(=O)oc2cc(S(=O)(=O)N3CCC(C(=O)NCc4ccc(F)cc4)CC3)ccc21	-10%

A different layout for four compounds above.
O=c1c(-c2ccc(Cl)cc2)[n+]([O-])c2ccccc2n1OCc1ccccn1
  mouse EphA4 binding: 7%
O=C(CC1SC(=O)N(Cc2cccc3ccccc23)C1=O)Nc1nccs1 (stereo not drawn)
  mouse EphA4 binding: -20%
COC(=O)c1ccccc1NC(=O)c1cnn2c(C(F)(F)F)cc(-c3ccccc3)nc12
  mouse EphA4 binding: -3%
CCCOC(=O)c1ccc(-n2nnnc2SCC(=O)N2CCCCC2)cc1
  mouse EphA4 binding: -8%

Carrying on.
SMILES	mouse EphA4 binding
Cc1nnc(-c2ccccc2)c(=O)n1/N=C/c1c(O)ccc2ccccc12	18%
COC(=O)c1ccc(COc2ccc(-c3nn[nH]n3)cc2)cc1	-4%
Cc1cc(-c2n[nH]c(=S)o2)c(C)n1-c1ccccc1	-10%
C/C(=N\NC(=O)CSCc1ccc(Cl)cc1)c1ccc2c(c1)OCCO2	-2%
Cn1c(=O)c2c(nc(SCCNS(=O)(=O)c3ccccc3)n2C)n(C)c1=O	18%
CCCCN(CCCC)S(=O)(=O)c1ccc(NC(=O)CN2CCOCC2)cc1	2%
Cc1nn(Cc2ccc(C(=O)N3c4ccc(F)cc4CCC3C)o2)c(C)c1Br (stereo not drawn)	0%
Cc1ccc(NCCC(=O)c2ccc(Br)cc2)cc1C	-6%
Cc1cc(NC(=O)CSc2ncn(-c3ccccc3)n2)no1	-18%
COc1cc(/C=C2/SC(=S)N(CCC(=O)Nc3nnc(C)s3)C2=O)cc(OC)c1OC	-7%
CCOc1ccc(NC(=O)C2CCC(CNc3c(N4CCOCC4)c(=O)c3=O)CC2)cc1 (stereo not drawn)	-4%
COc1ccc(N2CCN(C(=O)c3ccc(N4C(=O)NC5CC4(C)Oc4ccccc45)cc3)CC2)cc1 (stereo not drawn)	1%
C=CCNc1ncnc2ccccc12	-5%
CCC(C)[C@H](NC(=O)NCc1cccs1)C(=O)OC (stereo partly drawn)	-13%
CC(C)(C)c1ccc(C2(C)NC(=O)N(CC(=O)c3ccc[nH]3)C2=O)cc1 (stereo not drawn)	-14%
O=C1C2C3C=CC(C3)C2C(=O)N1/N=C/c1ccc(I)o1 (stereo not drawn)	-4%
CNC(=O)CCc1nc(-c2ccc(C(C)(C)C)cc2)no1	-4%
CC(=O)C(Sc1ccc2nnc(-c3ccc(F)cc3)n2n1)C(C)=O	1%
O=C(O)Cn1ncc2c1-c1ccoc1CC2	10%
COc1ccc2oc(C(=O)OCC(=O)NC(=O)NC(C)C)c(C)c2c1	-8%
COc1ccc(Nc2nc(Nc3ccc(OC)cc3)nc(SC3=NCCS3)n2)cc1	-2%
Cc1cc(C)n(-c2ccc(F)cc2)c(=O)c1C(=O)O	-7%
COc1c(Cl)cc(C(=O)Nc2ccc3oc(-c4ccccc4)nc3c2)cc1Cl	-11%
N#Cc1ccc(CSc2nnc(-c3ccccc3)n2Cc2ccco2)cc1	-15%
Cc1cc(C)c(S(=O)(=O)Nc2c(C)[nH]c(=O)[nH]c2=O)c(C)c1	-8%
CC1CCc2c(sc(NC(=O)c3ccc(Cn4cc([N+](=O)[O-])cn4)o3)c2C#N)C1 (stereo not drawn)	20%
COC(=O)c1cc2c(-c3ccccc3)cc3ccccn3c-2c1C(=O)OC	1%
O=C(c1ccc(Cl)c([N+](=O)[O-])c1)N1CCC(Cc2ccccc2)CC1	9%
CC1CCN(CCCNC(=O)c2cc3sccc3n2C)CC1	-6%
NC(=O)c1ccc(N2CCCCC2)c(N2C(=O)C3C4C=CC(C4)C3C2=O)c1 (stereo not drawn)	1%
O=S1(=O)N=C(N2CCN(c3ccc(F)cc3)CC2)c2ccccc21	-5%
CC(=O)Nc1c(C(=O)O)oc2ccc(Cl)cc12	-9%
CCCOP(=O)(OCCC)C(Nc1cccc(C(F)(F)F)c1)c1ccc(C)cc1 (stereo not drawn)	-3%&-10%
Cc1cc(C)c2cc(C(O)c3nnnn3Cc3ccccc3)c(=O)[nH]c2c1 (stereo not drawn)	-5%
Fc1cccc(Cl)c1Cc1noc(/C=C/c2ccccc2)n1	-8%&-4%
Cn1c(CC(O)(c2ccccc2)c2ccccc2)nc2ccccc21	-14%
COc1cc(CNn2nnnc2N)cc(Br)c1OCC(=O)NC(C)(C)C	-11%
Cc1ccc(-c2csc(NC(=S)NC(=O)/C=C/c3ccco3)n2)cc1	-14%
Cc1ccc(C2Nc3ccccc3NC3=C2C(=O)CC(c2ccccc2)C3)s1 (stereo not drawn)	7%
CN(C)C(=C(C#N)C#N)N1CCN(c2ccc(Cl)c(Cl)c2)CC1	-16%
O=C(Nc1ccc(/C=C/c2ccccc2)cc1)c1ccc(F)cc1	-5%
CCOC(=O)c1cnc(-c2ccccc2)nc1Oc1cccc(Cl)c1	4%
COc1ccc(/C=N/n2c(N)nc(-c3ccccc3)c2-c2ccccc2)cc1	-17%
COc1ccc2nc(NC(=O)CSc3nnc(C)s3)sc2c1	-22%
Cc1ccc(C)c(N2CCN(C(=O)CN3C(=O)c4ccccc4C3=O)CC2)c1	0%
CN(Cc1ccccc1)C(=O)c1cccc(N2C(=O)NC3CC2(C)Oc2ccccc23)c1 (stereo not drawn)	-3%
COc1ccc(-c2nnc(SCC(=O)N3CCC(Cc4ccccc4)CC3)o2)cc1OC	-6%
COc1ccc(N2CCN(C(=O)C(Cc3ccccc3)n3cccc3)CC2)cc1 (stereo not drawn)	6%
COC(=O)Oc1nsnc1N1CCOCC1	-1%
CCc1cccc(OCCCCNCCOC)c1	3%
CC1(C)Cc2nc3sc4c(SCC(=O)NC(c5ccccc5)c5ccccc5)ncnc4c3cc2CO1	-8%
Cc1ccc(C)c(NC(=O)CSc2nnc([C@@H](N)Cc3ccccc3)o2)c1	-8%
COc1ccc(C2=NN(C(=O)CCC(=O)O)C(c3ccccc3OC)C2)cc1 (stereo not drawn)	-13%
Cc1noc(C)c1COc1cccc(C(=O)NCc2cccc(Cl)c2)c1	-4%
O=C(CCn1c(=O)c2ccccc2n(Cc2ccccc2)c1=O)NCc1ccc2c(c1)OCO2	1%
CCn1ccnc1C(O)c1ccccc1OC (stereo not drawn)	10%
CCCn1nnnc1SCC(=O)Nc1nnc(CC)s1	-10%
Clc1cccc(Cl)c1COc1ccccn1	-3%
Cc1ccccc1NC(=S)NC(=O)c1cc(-c2ccccc2)nc2ccccc12	-2%
CC(=NCc1ccco1)c1c(C)[nH]n(-c2nc3ccccc3s2)c1=O	-3%

Additional entries
SMILES	mouse EphA4 binding
CC(C)OC(=O)COc1ccc2c(-c3ccccc3)cc(=O)oc2c1	-4%
O=C(NCCCO)C(=O)NCc1ccccc1Cl	4%
Cc1cc(/C=C(\C#N)C(=O)NCC2CCCO2)c(C)n1-c1ccc(Cl)cc1 (stereo not drawn)	-17%
CC(=O)Nc1ccc(S(=O)(=O)NC(CC(=O)NCCCN2CCOCC2)C(C)C)cc1 (stereo not drawn)	-6%
N/C(=N\OS(=O)(=O)c1ccc2ccccc2c1)c1ccncc1	-2%
CCc1ccc(-c2nc(CN3CCC(C(=O)N4CCN(c5ccccn5)CC4)CC3)c(C)o2)cc1	-2%
COC(=O)Cc1c[nH]c2cccc(OCC(O)CN(Cc3ccc([N+](=O)[O-])cc3)C(C)(C)C)c12 (stereo not drawn)	3%
O=C(NC(NC1CCS(=O)(=O)C1)C(Cl)(Cl)Cl)c1cccc(Cl)c1 (stereo not drawn)	1%
O=C(CCn1c(=S)[nH]c2cc3c(cc2c1=O)OCO3)N1CCc2ccccc2C1	-6%
CC1=C(C(=O)Nc2cccc(Cl)c2C)C(c2cccs2)NC(=O)N1 (stereo not drawn)	0%
COc1ccc(NC(=O)N2CCCC2C(=O)Nc2ccccc2)cc1 (stereo not drawn)	-2%
CCCCn1c2nc3ccccc3nc2c2c(=O)n(C(C)CC)cnc21 (stereo not drawn)	1%
CC1=CC(C)(C)N(C)C(=S)N1c1ccccc1	-1%
Cc1ccc(S(=O)(=O)NC(C(=O)OCC(=O)NC(=O)c2cccn2C)C(C)C)cc1 (stereo not drawn)	-17%
CCOc1cccc2c1OC1(C)CC2NC(=O)N1c1cccc(F)c1 (stereo not drawn)	-6%
Cc1cc(C)n2nc(SCC(=O)c3ccc[nH]3)nc2n1	-38%
CC(C)OC(=O)c1c(NC(=O)c2cccs2)sc2c1CCCC2	28%

Screens as filed in PubChem BioAssay.
